PAFAH1B2 FP inh – PAFAH1B2 (human) inhibition; P68402; recombinant PAFAH1B2, FP-rhodamine activity probe, fluorescence polarization; inhibition, % at 3.39 µM; 340,000 tested, 1.2% active;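 active = inhibition above the mean of all tested compounds plus 3 SD, cut at about 24% in these data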;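 note: 0% = enzyme with DMSO and 100% = wells lacking PAFAH1B2; many of its hits are not listed in these tables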
Target sequence (P68402 whole entry, looked up): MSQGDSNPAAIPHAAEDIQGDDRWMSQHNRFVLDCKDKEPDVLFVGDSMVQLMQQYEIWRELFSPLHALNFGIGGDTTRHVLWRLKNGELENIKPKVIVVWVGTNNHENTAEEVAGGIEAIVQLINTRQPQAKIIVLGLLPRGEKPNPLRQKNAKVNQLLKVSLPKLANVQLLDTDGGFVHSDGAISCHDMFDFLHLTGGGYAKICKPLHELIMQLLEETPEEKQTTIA
pPAFAH FP inh – inhibitors of human plasma PAF acetylhydrolase (pPAFAH); recombinant pPAFAH, FP-rhodamine probe fluorescence polarization; inhibition, % at 3.39 µM; 330,000 tested, 1.5% active; AID 463082;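 active = inhibition above the mean inhibition across the screen plus 3 SD, cut at about 25% in these data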;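 note: inhibitors block binding of the rhodamine activity-based probe so polarization drops; 0% = enzyme with DMSO and 100% = wells lacking pPAFAH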
LYPLA1 counter – blocks human lysophospholipase 1, a PME1 counter-screen; 320,000 tested, 0.16% active; O75608; inhibition, % at 5.9 µM; recombinant LYPLA1, FP-Rh probe fluorescence polarization;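 active = inhibition above the mean of all tested compounds plus 3 SD, set per campaign, cut at about 14% in these data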;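 note: inhibitors block serine hydrolase probe labeling of LYPLA1 so polarization falls; 0% = enzyme with DMSO and 100% = wells lacking LYPLA1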
PAFAH1B3 inh – inhibitors of human PAFAH1B3; recombinant PAFAH1B3, FP-rhodamine probe, fluorescence polarization; inhibition, % at 3.39 µM; 340,000 tested, 0.28% active; AID 492972; Q15102;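 active = inhibition above the screen-wide average of all tested compounds plus 3 SD, cut at about 25% in these data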;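 note: 0% = enzyme with DMSO only and 100% = wells lacking PAFAH1B3 protein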
PAD4 FP inh – inhibitors of human PAD4; recombinant PAD4, RCA probe fluorescence polarization; inhibition, % at 6.36 µM; 330,000 tested, 0.41% active;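 active = percent inhibition above a cutoff equal to the mean of all tested compounds plus 3 SD, cut at about 15% in these data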;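 note: 0% = PAD4 with RCA probe and DMSO and 100% = probe without PAD4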
PREPL inh – inhibits the human prolyl oligopeptidase-like enzyme. Q4J6C6. AID 2751. recombinant PREPL, fluorescence polarization activity-based probe. 320,000 tested, 0.68% active. inhibition, % at 5.96 µM; in the data active = inhibition above about 43%;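 note: 0% = enzyme with DMSO and 100% = wells lacking enzyme; many of its hits are not listed in these tables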
Target sequence (Q4J6C6 whole entry, looked up): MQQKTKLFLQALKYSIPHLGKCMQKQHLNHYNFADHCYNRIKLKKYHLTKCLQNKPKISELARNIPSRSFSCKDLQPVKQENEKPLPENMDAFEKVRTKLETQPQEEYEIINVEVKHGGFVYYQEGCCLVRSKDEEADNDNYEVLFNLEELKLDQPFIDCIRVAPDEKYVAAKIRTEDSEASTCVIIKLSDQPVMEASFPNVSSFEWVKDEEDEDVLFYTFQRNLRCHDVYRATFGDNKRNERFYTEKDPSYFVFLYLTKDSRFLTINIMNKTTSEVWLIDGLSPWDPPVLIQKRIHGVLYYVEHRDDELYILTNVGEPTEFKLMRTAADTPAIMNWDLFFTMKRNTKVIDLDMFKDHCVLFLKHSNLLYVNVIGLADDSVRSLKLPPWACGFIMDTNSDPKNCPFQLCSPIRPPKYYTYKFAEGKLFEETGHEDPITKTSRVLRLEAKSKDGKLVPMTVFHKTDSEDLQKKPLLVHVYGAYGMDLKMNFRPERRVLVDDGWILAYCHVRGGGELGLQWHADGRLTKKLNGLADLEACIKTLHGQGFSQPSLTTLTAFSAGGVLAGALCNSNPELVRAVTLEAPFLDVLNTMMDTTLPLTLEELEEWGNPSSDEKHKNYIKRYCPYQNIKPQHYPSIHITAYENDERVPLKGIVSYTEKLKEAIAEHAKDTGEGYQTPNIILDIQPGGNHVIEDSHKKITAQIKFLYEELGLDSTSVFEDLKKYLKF
PAFAH2 inh – PAFAH2 (human) inhibition. 340,000 tested, 0.99% active. inhibition, % at 3.39 µM. recombinant PAFAH2, FP-rhodamine activity probe, fluorescence polarization. AID 492956;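 active = inhibition above the mean over all tested compounds plus 3 SD, cut at about 30% in these data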;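 note: inhibitors block probe labeling of enzyme so polarization drops; 0% = enzyme with DMSO and 100% = wells lacking PAFAH2 protein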
LYPLA2 counter – LYPLA2 (human) inhibition in PME1 counter-screen; O95372; 320,000 tested, 0.38% active; recombinant LYPLA2, FP-Rh probe fluorescence polarization; inhibition, % at 5.9 µM; AID 2177;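 active = inhibition above the screen-wide mean plus 3 SD, limit set per campaign, cut at about 26% in these data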;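 note: 0% = LYPLA2 with DMSO and 100% = wells lacking LYPLA2 enzyme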
GSTO1 inh – GSTO1 inhibition, counter-screen for RBBP9 inhibitors | P78417 | recombinant GSTO1, activity-based probe fluorescence polarization | inhibition, % at 5.96 µM | 300,000 tested, 1.1% active;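 active = inhibition above the campaign mean inhibition plus 3 SD, cut at about 35% in these data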;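 note: 0% = GSTO1-1 with DMSO and 100% = wells lacking GSTO1-1 enzyme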
Active calls of the source: *; x = no result given. Only part of the results is shown; the hit share may differ from the screen's.

SMILES	PAFAH1B2 FP inh	pPAFAH FP inh	LYPLA1 counter	PAFAH1B3 inh	PAD4 FP inh	PREPL inh	PAFAH2 inh	LYPLA2 counter	GSTO1 inh
Cc1cccc(C)c1NC(=S)N/N=C/c1ccccc1C(=O)O	-3	-1	-4	3	-2	7	1	6	-2
CCn1c(/C=C/N(C)c2ccccc2)[n+](CC)c2ccc(Cl)cc21	-2	6	-2	13	2	31	-3	-2	-2
CCOc1ccc(N(CC(=O)NCc2ccc(F)cc2)C(=O)CCC(=O)Nc2nccs2)cc1	4	0	-6	3	0	-9	-1	8	1
COc1ccc(CCNC(=O)c2cccc(S(=O)(=O)N3CCc4ccccc4C3)c2)cc1	14	5	-3	-5	2	7	-5	-5	x
CN1CCN(c2ccc(Cl)cc2NC(=O)c2cc(=O)[nH]c3ccccc23)CC1	4	3	3	1	2	16	7	-2	x
COc1cccc(F)c1C(=O)NC(=O)Nc1ccc2nc(C)oc2c1	8	-3	0	13	1	16	2	0	26
O=C(Nc1ccccc1-c1ccccc1)C(=O)Nc1ccccc1-c1ccccc1	x	2	3	x	4	19	x	12	2
S=C1NCN(Cc2cccnc2)CN1c1cccc(Cl)c1	-1	1	0	2	2	-2	-2	1	1
CS(=O)(=O)c1ccc(Cl)c(NC(=O)COC(=O)CNC(=O)c2sc3ccccc3c2Cl)c1	6	2	0	-1	-7	11	9	1	-6
C=C(C)COc1ccc(-c2ncnc(C(F)(F)F)c2-c2ccccc2)c(O)c1	4	5	-4	-1	-2	-8	-8	-7	0
CC(=O)Nc1ccc(N(C)C)cc1[N+](=O)[O-]	-3	4	-2	0	1	4	-11	-2	6
COC(=O)c1c(NC(=O)/C=C/C(=O)O)sc(C)c1-c1ccc(C)c(C)c1	3	44*	2	9	0	9	10	6	-6
CC(c1nnc(SCC(=O)Nc2cc([N+](=O)[O-])ccc2F)n1Cc1ccccc1)N(C)C (stereo unspecified)	3	1	-1	4	1	13	4	-5	7
Cc1ccccc1CNC(=O)C1CCC(=O)N(C2CC2)C1 (stereo unspecified)	2	8	0	8	-1	1	6	4	3
CCc1ccc(NC(=O)/C(C#N)=C\c2ccc(OC)c(C(=O)O)c2)cc1	4	-5	-2	6	-10	4	12	-5	-1
CCOc1ccc(N2CC(C(=O)N/N=C/c3sccc3C)CC2=O)cc1 (stereo unspecified)	6	-2	-1	5	-1	14	-2	3	9
Cc1ccc(/C=N/n2c(C3CCCCC3)n[nH]c2=S)cc1	-1	-1	-2	2	-2	3	7	3	7
COc1ccc(C2/C(=C(/O)c3ccc4c(c3)CC(C)O4)C(=O)C(=O)N2CCN2CCOCC2)cc1 (stereo unspecified)	1	5	2	2	-3	-2	2	6	4
NC1=C(c2ccc(F)cc2)C(=O)CS1	1	8	1	5	1	4	6	-4	4
CCc1ccccc1Nc1ccc(C(=O)O)cc1N	2	21	2	5	1	8	7	5	12

Looked up above:
CCc1ccccc1Nc1ccc(C(=O)O)cc1N | GSTO1 inh = 12
CCc1ccc(NC(=O)/C(C#N)=C\c2ccc(OC)c(C(=O)O)c2)cc1 | PAFAH2 inh = 12
CS(=O)(=O)c1ccc(Cl)c(NC(=O)COC(=O)CNC(=O)c2sc3ccccc3c2Cl)c1 | PAFAH2 inh = 9

(further entries)
SMILES	PAFAH1B2 FP inh	pPAFAH FP inh	LYPLA1 counter	PAFAH1B3 inh	PAD4 FP inh	PREPL inh	PAFAH2 inh	LYPLA2 counter	GSTO1 inh
O=C(CSc1n[nH]c(-c2ccco2)n1)Nc1ccccc1	4	-3	2	7	-1	-4	-2	7	-3
O=C(Nc1ccc(F)cc1)N1CCn2c(nc3ccccc32)C1	3	2	4	13	-3	-1	3	3	-4
O=c1c2ccccc2cnn1Cc1n[nH]c(=S)n1-c1ccccc1	2	2	-2	5	-4	2	-5	-1	4
Cc1cc(C)c(C)c(OCCOCCN2CCN(C)CC2)c1	7	8	2	-5	1	-7	3	-4	5
Cc1nc2nc(SCC(=O)C(C)(C)C)[nH]c2cc1Br	7	2	4	7	-2	0	18	10	-4
CCO/C=C/C(O)(CNC(=O)COc1ccccc1F)C(F)(F)F (stereo unspecified)	-1	1	3	9	-2	2	7	6	4
Cc1cc(C)cc(-n2c(C)cc(/C=N/NC(=O)CSc3ncccn3)c2C)c1	4	7	-6	-2	-2	11	1	0	4
COc1ccc(-n2c(=O)[nH]cc(C(=O)Nc3ccc(NC(C)=O)cc3)c2=O)cc1	-8	-1	1	1	-1	25	-7	-3	4
COc1ccc(CCNC(=O)C2CC(=O)N(C3CCCCCCC3)C2)cc1OC (stereo unspecified)	-3	9	2	7	-4	1	0	0	-2
Cc1ccc2c(Cl)cc(Cl)c(OCC(=O)N3CCCC3)c2n1	2	2	0	11	-2	-5	4	-3	7
O=C(CCNC(=O)c1ccc([N+](=O)[O-])cc1)Nc1ccc(Cl)c(S(=O)(=O)N2CCOCC2)c1	1	2	-1	12	-1	10	-11	7	x
CCCCN(C)C(=O)c1ccc(CS(=O)(=O)c2ccccc2C)o1	2	-9	-1	0	8	-2	10	-4	10
Fc1ccccc1CSc1ccc(-c2ccco2)nn1	-3	4	-1	-2	1	-3	5	-5	8
Cc1ccc(C(=O)NNC(=O)C2CC2)cc1Br	0	5	-1	-7	-1	-1	-4	-6	5
CCN1C(=O)C(=O)c2cc(C)ccc21	5	3	x	7	-3	1	3	x	x
Cc1[nH]c2ccccc2c1/C=N/NC(=O)c1cc(-c2ccccc2)n[nH]1	x	25*	-13	x	1	33	x	-13	-30
C[C@H]1CNC(=O)C(=O)N1C[C@H](Cc1ccc(O)cc1)NC(=O)CC12CC3CC(CC(C3)C1)C2	4	-4	4	2	-6	6	19	-3	5
Cc1cccc(C(=O)NN/C=C/C(=O)c2ccccc2)c1	1	2	-1	16	-4	15	4	1	0
Cc1ccc(CN2CCN(Cc3cnc(N4CCOCC4)s3)CC2CCO)cc1 (stereo unspecified)	1	5	1	-2	-3	15	-2	-1	0
COc1ccc2c(c1)C(=O)C(=O)N2CCS(=O)(=O)c1ccccc1	3	0	7	5	1	-4	7	12	6

Looked up one by one from the entries so far (two):
SMILES	PAFAH1B2 FP inh	pPAFAH FP inh	LYPLA1 counter	PAFAH1B3 inh	PAD4 FP inh	PREPL inh	PAFAH2 inh	LYPLA2 counter	GSTO1 inh
Cc1ccc(CN2CCN(Cc3cnc(N4CCOCC4)s3)CC2CCO)cc1 (stereo unspecified)	1	5	1	-2	-3	15	-2	-1	0
Cc1nc2nc(SCC(=O)C(C)(C)C)[nH]c2cc1Br	7	2	4	7	-2	0	18	10	-4

New compounds follow.
SMILES	PAFAH1B2 FP inh	pPAFAH FP inh	LYPLA1 counter	PAFAH1B3 inh	PAD4 FP inh	PREPL inh	PAFAH2 inh	LYPLA2 counter	GSTO1 inh
CCOc1ccccc1NC(=O)CSc1nnc(CNC(=O)c2cc(OC)c(OC)c(OC)c2)o1	-1	-1	0	1	-2	9	4	-2	0
Cc1ccccc1OCc1nnc(SCc2cc(=O)[nH]c3ccccc23)n1-c1ccccc1	-1	2	-4	1	-4	-61	-6	0	1
COc1ccc(CN(C2CCCCC2C)S(=O)(=O)c2ccc(S(=O)(=O)N(C)C)cc2)cc1OC (stereo unspecified)	1	2	0	2	5	3	6	1	0
Cc1ccc(S(=O)(=O)N2CCC(=O)N(CCOCc3ccc(Cl)cc3)CC2)cc1	14	32*	5	-8	-4	0	2	15	0
FC(F)Sc1ccc(-n2cc(-c3ccccc3)[n+]3c2CCC3)cc1	-2	-1	4	0	1	13	-4	10	7
Cc1cc([N+](=O)[O-])ccc1NC(=O)c1cccc(NC(=O)C(C)C)c1	3	4	1	6	-2	2	-6	11	0
O=C(Cc1ccc(Br)cc1)N1CCN(C(=O)c2ccco2)CC1	2	5	0	9	1	1	0	2	7
COc1ccc(OC)c(CN(CCN2CCOCC2)C(=O)Nc2cccc(Cl)c2)c1	0	-1	-3	-1	-1	8	-12	-4	0
O=C(OCC(=O)N(C1CCCCC1)C1CCCCC1)c1ccncc1	11	0	0	4	-2	-20	-3	12	3
COC(=O)c1ccc(Cn2nnc3c(=O)[nH]c(C4CCCN(S(=O)(=O)c5cccc(Cl)c5)C4)nc32)cc1 (stereo unspecified)	6	-1	-4	10	1	9	7	-4	13
CCOC(=O)C1CCCN(C(=O)Cn2cccc2C(=O)c2ccccc2)C1 (stereo unspecified)	0	5	-2	1	-1	5	8	0	-3
COc1ccc(NC(=S)Nn2cnnc2)cc1OC	0	2	0	5	-6	-3	-2	1	4
CCN(CC)C(=O)c1ccc(-c2nnc(OC)c3ccccc23)cc1	6	-3	3	2	-1	-6	-3	7	10
Cc1cccc(OCCC(=O)NCC(c2ccccc2)N(C)C)c1 (stereo unspecified)	5	6	0	6	4	17	0	-1	3
COc1ccc(-c2csc(NC(=O)C3CSC4(C)CCC(=O)N34)n2)c(OC)c1 (stereo unspecified)	4	3	0	6	3	12	5	-5	6
Cc1cc(NC(=O)CCCN2C(=O)c3cccnc3C2=O)ccc1Br	-1	6	0	8	-7	5	-2	9	4
CCCCN(C(=O)c1ccco1)c1nnc(-c2cc(OC)c(OC)c(OC)c2)s1	-5	6	0	4	1	-3	-2	-7	7
COc1ccc(CNC(=O)c2cnccn2)cc1	-2	1	1	4	-2	6	1	1	6
CCc1ccc(C(=O)COC(=O)CNC(=O)c2ccc(N3C(=O)c4ccccc4C3=O)cc2)cc1	-3	6	-6	0	0	-7	-14	-16	0
CCn1c(-c2ccccc2Cl)nn(CC(=O)NCCc2ccccc2)c1=S	-5	7	-2	0	-2	0	-9	-5	-3
Cc1ccc(C)c(NCC(=O)c2ccc(Cl)cc2)c1	3	2	2	-4	-2	-3	-4	9	-1
COc1ccc(C(=O)COC(=O)CN2C(=O)c3ccccc3C2=O)c(OC)c1	6	3	-3	1	-7	-2	5	0	1
Cn1c(SCc2ccccc2)nc2c1c(=O)[nH]c(=O)n2C	4	4	-1	14	-2	3	2	0	4
CC(=O)C[C@@H](O)CC(=O)[C@H]1OC(=O)[C@H](C)C/C=C\Cc2ccccc21	-2	-4	x	11	-2	27	-3	x	x
S=c1[nH]nc(-c2ccco2)n1-c1cccc2ccccc12	1	0	0	4	0	16	2	-1	-2
CCS(=O)(=O)c1cc([N+](=O)[O-])c(Sc2ccccc2N)s1	1	18	-4	7	6	4	13	3	18
CCOc1ccc(C(=O)NCc2ccccn2)cc1	0	6	3	6	-4	2	-4	4	1
Cc1ccc(S(=O)(=O)N/N=C\c2cccnc2)cc1	3	2	-4	4	3	-14	11	1	1
CCCn1c(-c2cc(OC)c(OC)c(OC)c2)nc2nc3ccccc3nc21	3	-1	1	1	-3	11	-4	-5	1
COc1ccccc1CNC(=O)C1CCN(S(=O)(=O)c2c(C)noc2C)CC1	1	6	1	2	-4	8	6	3	1
CC(C)C(NC(=O)OCc1ccccc1)C(=O)NC(Cc1ccc(O)cc1)C(=O)O (stereo unspecified)	2	1	-3	14	2	3	-2	1	-1
C/C(=N\NS(=O)(=O)c1ccc(C)c([N+](=O)[O-])c1)c1ccc2c(c1)OCO2	9	2	3	8	-2	-9	3	-1	6
CCOC(=O)C1CCN(C(=O)Cn2c(=O)c3cccn3c3cccnc32)CC1	0	4	2	5	2	-1	12	6	-2
NC(=O)CNC(=O)[C@@H]1CC2(CC(c3ccc(Cl)cc3)=NO2)CN1C(=O)c1ccc(Br)cc1 (stereo partly specified)	5	2	1	6	1	-25	1	-7	24
CCCCn1c(N)c(N(CC(C)C)C(=O)CCCn2c(=O)oc3ccccc32)c(=O)[nH]c1=O	3	5	1	7	1	-8	7	5	-1

Source: PubChem (The Scripps Research Institute Molecular Screening Center)
